# S-ASM inh: human S-ASM enzyme inhibition | placental ASM, HMU-PC fluorogenic substrate, 60 min | 0.006% of 340,000 active | Potency, µM (highest dose often 57.5 µM), for the others: top-dose activity change, negative = inhibition, actives largely listed as inhibitors; note: potency is the fitted concentration of half-maximal effect
#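 Steps: dispense placental human ASM, pin compound, wait 10 min at room temperature, add HMU-PC0 substrate at 9 uM final, incubate 60 min at 37 °C, add stop solution raising pH to 10, read fluorescence.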
# uPA generation: blocks generation of uPA at the cell surface; cell surface uPA generation assay, qHTS; Potency, µM (doses to about 38.3 µM), for inactives: at the highest dose activity change, negative = inhibition, usual class: inhibitors; 0.31% of 330,000 active; AID 540303; active = well fitted inhibition curve with a large enough effect; inconclusive = small, poorly fitted or top-dose-only effect; inactive = no such curve, though single readings can be large or run the other way; tested in mouse RAW 264.7 cells; note: potency is the fitted concentration of half-maximal effect; % is set by controls: 0 for no effect and ±100 for the full control effect; nearly all actives have a fitted effect of over 55% in size
# USP2a inh: blocks human ubiquitin-specific protease USP2a | Potency, µM (series often up to 38.3 µM), for inactives: at the top dose activity change, negative = inhibition, most hits filed as inhibitors | USP2 core, Ub-CHOP2 coupled fluorogenic reporter, 485/531 | 0.01% of 330,000 active;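 note: potency is the fitted concentration of half-maximal effect; plate controls were DMSO wells for no effect and full inhibition by NEM control for full effect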
#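 Deubiquitinase activity read as fluorescence (485/531 nm) after Ub-CHOP2 cleavage activates the enterokinase reporter on its substrate; USP2 core 10nM, Ub-CHOP2 and substrate 25nM each, 30min compound preincubation then 60min RT; data normalized to NEM, curves fitted.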
# PTAP TSG101 blk: blocks PTAP/TSG101 interaction to inhibit HIV-1 budding; Q99816; Fluorescence polarization, FITC-PTAP peptide / Tsg101 binding; Potency, µM (titrated, usually from 115 µM), without a hit: top-dose activity change, negative = inhibition, actives largely listed as inhibitors; 340,000 tested, under 10 active; AID 493005; active = well fitted inhibition curve with a large enough effect in the main read-out, with a control signal flat, not every such curve was filed as active; inconclusive = small, poorly fitted or top-dose-only effect, or effect the other way, or a change in a side signal; inactive = no such curve, though single readings can be large or run the other way; note: potency is the fitted concentration of half-maximal effect; % of control where 0% means no effect
# Target sequence (Q99816 whole entry, looked up): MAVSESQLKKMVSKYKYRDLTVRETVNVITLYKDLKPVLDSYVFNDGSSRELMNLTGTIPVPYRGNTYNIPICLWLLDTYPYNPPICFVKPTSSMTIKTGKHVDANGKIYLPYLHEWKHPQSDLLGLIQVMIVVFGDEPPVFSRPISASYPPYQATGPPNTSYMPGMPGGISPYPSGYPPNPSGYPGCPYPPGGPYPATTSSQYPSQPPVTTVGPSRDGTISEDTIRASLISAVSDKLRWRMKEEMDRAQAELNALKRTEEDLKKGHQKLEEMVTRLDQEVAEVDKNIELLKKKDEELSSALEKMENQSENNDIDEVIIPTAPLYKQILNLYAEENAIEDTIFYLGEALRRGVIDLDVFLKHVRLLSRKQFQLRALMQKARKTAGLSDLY
#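 Fluorescence anisotropy tracks displacement of a FITC-tagged PTAP peptide (50 nM) from the Tsg101 binding domain (10 uM), following a 20 min room-temperature incubation at pH 7.5.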
# ELG1 genotoxic: genotoxicity induction in ELG1-luciferase HEK293T cells. HEK293T ELG1-luciferase reporter, luminescence, 16 h. Potency, µM (titrated, usually from 46 µM), for inactives: top-dose activity change, positive = activation, actives largely listed as activators. 1.3% of 330,000 active. AID 504466; note: potency is the fitted concentration of half-maximal effect; % of control where 0% means no effect; nearly all actives have a fitted effect of over 60% in size
#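 16 hr compound incubation (37 °C, 5% CO2) of HEK293T cells carrying luciferase-tagged ELG1; luciferase then measured by ONE-Glo luminescence after 30 min at RT.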
# TRPV1 agonist: agonists of human vanilloid receptor 1 (TRPV1). TRPV1-expressing cells, Fluo-8 calcium influx, agonist mode. Q8NER1. 0.19% of 320,000 active. AID 540275. activation, % at 8.33 µM; in the data active = activation above about 80%; inconclusive = between about 30% and that limit; note: 0% is about no effect
#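 Fluo-8 calcium influx in TRPV1-expressing cells, kinetic read (ex 480/em 520 nm). Compound added and read 3 min for agonist activity, followed by capsaicin at EC20 final and 2 min further read for enhancement.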
# Integrin act MD: integrin-mediated muscular dystrophy alleviation activation; alpha7betagal myoblasts, beta-gal FDG fluorescence, 48 h; Potency, µM (top dose mostly 38.3 µM), for inactives: at the highest dose activation, actives largely listed as activators; 0.064% of 350,000 active;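 note: potency is the fitted concentration of half-maximal effect; 100% = response of the positive control SU9516; nearly all actives have a fitted effect of over 60% in size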
#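 alpha7betagal+/- myoblasts (passage 13, 250/well) treated 48 h at 37C with compounds at 1:260 dilution of DMSO stock. Lysed, then beta-galactosidase activity read as FDG fluorescence (ex 480/em 540) after 30 min, with pre-read for autofluorescence.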
# Eya2 inh: Eya2 (human) phosphatase inhibition; recombinant Eya2, OMFP fluorescence dephosphorylation (OMFP is methylfluorescein phosphate); Potency, µM (highest dose often 76.9 µM), inactives show top-dose activity, negative = inhibition, most hits filed as inhibitors; 0.006% of 330,000 active; AID 488837; note: potency is the fitted concentration of half-maximal effect; % is set by controls: 0 for no effect and ±100 for the full control effect
# Target sequence (O00167 whole entry, looked up): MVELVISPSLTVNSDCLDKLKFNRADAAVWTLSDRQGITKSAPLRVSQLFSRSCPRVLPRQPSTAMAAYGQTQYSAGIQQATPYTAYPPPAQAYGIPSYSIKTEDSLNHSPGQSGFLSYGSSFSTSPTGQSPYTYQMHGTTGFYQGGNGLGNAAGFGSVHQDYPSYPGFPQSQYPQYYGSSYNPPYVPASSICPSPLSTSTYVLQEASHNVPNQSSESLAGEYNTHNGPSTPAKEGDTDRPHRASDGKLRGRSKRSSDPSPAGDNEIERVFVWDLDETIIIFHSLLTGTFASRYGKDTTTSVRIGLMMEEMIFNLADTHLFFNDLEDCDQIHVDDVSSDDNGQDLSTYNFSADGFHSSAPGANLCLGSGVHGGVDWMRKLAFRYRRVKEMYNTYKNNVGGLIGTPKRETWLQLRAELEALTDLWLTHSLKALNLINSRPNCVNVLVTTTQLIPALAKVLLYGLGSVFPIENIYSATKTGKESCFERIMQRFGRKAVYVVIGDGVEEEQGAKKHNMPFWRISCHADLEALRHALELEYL
#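 Eya2 (0.2 uM) preincubated 10 min at ambient with compound, then OMFP substrate added at 50 uM; 10 min reaction in 50 mM HEPES pH 7.5, 50 mM NaCl, 5 uM MgCl2, 0.05% BSA, 1 mM DTT. Fluorescence read at Ex 485/Em 525 nm.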
# p53 reactivator: restores transcriptional activity of mutant p53; H1299 p53-A138V BP100-luciferase reporter, luminescence, 24 h; Potency, µM (highest dose often 92.2 µM), for inactives: at the highest dose activity change, positive = activation, actives largely listed as activators; 0.063% of 320,000 active; note: potency is the fitted concentration of half-maximal effect; % of control where 0% means no effect; nearly all actives have a fitted effect of over 45% in size
#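 p53-null H1299 cells stably carrying temperature-sensitive p53-A138V and a BP100-luciferase reporter were pinned with compounds (4-point, 1:5 series) and held 24 hrs at 37 deg C. Luminescence was read 10 min after detection reagent.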
# BRCA1 expr up: activators of BRCA1 expression | MCF7-BRCA1-FFLuc reporter, luminescence, 48 h; response scale: scaled: vehicle 0%, 10 µM genistein 100% | Potency, µM (series often up to 46.1 µM), for the others: top-dose activation, usual class: activators | 1.1% of 380,000 active; note: potency is the fitted concentration of half-maximal effect; nearly all actives have a fitted effect of over 80% in size; some results filed as inactive show a strong effect at the top dose
#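 48 h compound treatment of MCF7-BRCA1-FFLuc cells (phenol-red free MEM, 37 °C), then 15 min with luciferase substrate and luminescence imaging.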
# B2AR arrestin: recruits beta-arrestin to the human beta2-adrenergic receptor; beta-arrestin recruitment to beta2AR, cell-based reporter; Potency, µM (top dose mostly 46.1 µM), without a hit: at the top dose activation, most hits filed as activators; 0.02% of 330,000 active;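 note: potency is the fitted concentration of half-maximal effect; 0% = DMSO controls and full agonism = EC100 isoproterenol or metaproterenol; nearly all actives have a fitted effect of over 65% in size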
# Numbers without * were called inactive; ? = inconclusive; / = no result given; [ ] = another dose, or the depositor's remark. Unless noted, calls come from the whole dose curve; as a rule, active = well fitted curve in the direction sought with a large enough effect; inconclusive = small, poorly fitted or top-dose-only effect, or another doubt; inactive = no such curve, though single readings can be large; an effect the other way counts as inactive or inconclusive.
SMILES,S-ASM inh,uPA generation,USP2a inh,PTAP TSG101 blk,ELG1 genotoxic,TRPV1 agonist,Integrin act MD,Eya2 inh,p53 reactivator,BRCA1 expr up,B2AR arrestin
CCn1c(=O)c(C(=O)NCCNCCO)c(O)c2ccccc21,3%,6%,1%,-2%,-10%,1,3%,11%,-3%,-9%,-0.2%
Nc1nc(SCC(=O)NCCO)nc2sc3c(c12)CCCC3,10%,-2%,4%,0%,11%,-1,-9%,1%,-2%,-14%,0.2%
Cc1ccc(-c2nnc(SCC(=O)N/N=C/c3ccc(C)s3)n2-c2ccccc2)cc1,-9%,0%,5%,2%,-5%,0,-16%,0%,-1%,-49%,0.0%
CC1CCCCC1NC(=O)COC(=O)c1ccc2c(c1)OCCO2 (configuration not stated),-2%,14%,4%,-1%,1%,1,?,-16%,21%,-2%,0.2%
O=C(CSc1nnc(CNC(=O)c2ccc(F)cc2)o1)NCC1CCCO1 (configuration not stated),-3%,18%,0%,/,4%,0,18%,0%,21%,-7%,-0.2%
Cn1nc(C(=O)NC2CCCCC2)c2c1-c1ccccc1S(=O)(=O)C2,3%,1%,-5%,-6%,0%,-2,24%,-6%,4%,3%,0.0%
Cc1ccccc1/C=C/C(=O)NCC(=O)N1CCC(N(C)C2CCCCC2C)CC1 (configuration not stated),5%,-29%,2%,0%,0%,-3,-30%,-2%,6%,-4%,-0.3%
COc1ccc(N=Cc2nc(-c3ccco3)oc2O)cc1,21%,3%,-1%,0%,11%,26,-16%,2%,?,-17%,0.1%
CCOC(=O)N1CCN(S(=O)(=O)c2cccc3nsnc23)CC1,0%,11%,0%,-7%,-7%,-1,-5%,23%,4%,2%,-0.9%
CC(C)[C@H](NS(=O)(=O)c1ccccc1)C(=O)OCC(=O)NC(=O)c1cccn1C,1%,1%,8%,0%,2%,0,-7%,4%,-1%,-5%,-0.2%
O=P(CCN1CCCCC1)(c1ccccc1)c1ccccc1,6%,3%,1%,-2%,-1%,1,16%,22%,-2%,-13%,-0.3%
CC(=O)c1ccc(S(=O)(=O)N2CCC(c3nc4ccccc4[nH]3)CC2)cc1,1%,-1%,-1%,2%,-12%,-2,0%,-12%,-2%,-7%,-0.3%
N#Cc1cnn2cc(CCN3CCOCC3)c(-c3ccc(F)cc3)nc12,12%,0%,6%,1%,1%,1,7%,6%,-3%,7%,-1.1%
CCOCCn1c(=NC(=O)CSCC(=O)N2CCOCC2)sc2cc(OC)ccc21,-1%,5%,-3%,-2%,3%,1,-37%,0%,-8%,-11%,-0.1%
CN(NC1OC(=O)c2ccccc21)c1ncc(Cl)cc1C(F)(F)F (configuration not stated),5%,5%,5%,-2%,2%,-3,8%,?,-2%,17%,-1.0%
Cc1occc1C(=O)N/N=C/C1=C(N2CCOCC2)C(=C/c2ccc(Cl)cc2Cl)/CC1,2%,3%,/,1%,/,/,-6%,/,/,-5%,/
CCN(CC)CCCN(Cc1cc2cc(OC)c(OC)cc2[nH]c1=O)C(=O)Nc1ccccc1,20%,-1%,1%,-4%,14%,1,-16%,3%,5%,4%,-0.2%
COc1ccc(C[C@H]2CN3C(=NC[C@H]3Cc3ccccc3)N2CCNC(=O)CCC2CCCCC2)cc1,-2%,-1%,1%,-10%,-9%,4,-46%[inhibitor],4%,-5%,-14%,8.6%
CC(=O)C1=C(C)N(CC2CC2)C(=O)N[C@H]1c1ccc(Br)cc1,-1%,5%,1%,-5%,1%,2,34%,0%,-3%,-2%,-0.8%
COC(=O)c1cc(C)sc1NC(=O)CC1Nc2ccccc2NC1=O (configuration not stated),11%,-3%,-4%,-3%,6%,-1,-24%,-6%,-7%,-31%,0.0%
O=C(Nc1cccc2ccccc12)c1cccc([N+](=O)[O-])c1,-3%,7%,1%,-2%,1%,?,-11%,-7%,1%,-38%,0.2%
COc1ccccc1CN(C)S(=O)(=O)c1cccs1,2%,4%,1%,-3%,4%,2,-14%,4%,16%,22%,-0.1%
Cc1ccc(N=Nc2ccc3ccccc3c2O)cc1,-6%,-7%,0%,-4%,?,4,28%,9%,/,-42%,-1.2%
Cc1cccc(Cn2c(N(C)Cc3ccccc3)nc3c2c(=O)[nH]c(=O)n3C)c1,7%,?,4%,-3%,4%,23,-13%,5%,-17%,0%,0.4%
Cc1sc(-c2ccccn2)nc1OC(=O)c1cccc(Cl)c1Cl,-15%,4%,3%,-4%,0%,22,19%,-9%,2%,-23%,-0.1%

# Quoted from above, two compounds:
SMILES,S-ASM inh,uPA generation,USP2a inh,PTAP TSG101 blk,ELG1 genotoxic,TRPV1 agonist,Integrin act MD,Eya2 inh,p53 reactivator,BRCA1 expr up,B2AR arrestin
Cc1cccc(Cn2c(N(C)Cc3ccccc3)nc3c2c(=O)[nH]c(=O)n3C)c1,7%,?,4%,-3%,4%,23,-13%,5%,-17%,0%,0.4%
Cc1sc(-c2ccccn2)nc1OC(=O)c1cccc(Cl)c1Cl,-15%,4%,3%,-4%,0%,22,19%,-9%,2%,-23%,-0.1%

# (list continues)
SMILES,S-ASM inh,uPA generation,USP2a inh,PTAP TSG101 blk,ELG1 genotoxic,TRPV1 agonist,Integrin act MD,Eya2 inh,p53 reactivator,BRCA1 expr up,B2AR arrestin
CCCn1nc(C(=O)NC2CC2)c2ccccc2c1=O,5%,-6%,0%,1%,2%,-1,-10%,3%,-8%,-7%,-0.1%
COc1ccc(-c2noc(N3CCC(C(=O)N(C)c4ccccc4)CC3)n2)cc1,-1%,-6%,-1%,-3%,3%,-1,0%,?,/,-20%,-0.3%
CC(=O)Nc1cccc(C(=O)OCC(=O)NC2CCCCCCC2)c1,0%,2%,-5%,2%,-4%,0,-13%,-7%,1%,24%,-0.6%
CCOC(=O)C1CCCN(C(=O)c2sc3nc(-c4ccc(OC)cc4)cn3c2C)C1 (configuration not stated),-4%,0%,-1%,-8%,-3%,/,-13%,-1%,-6%,6%[1.84 µM],-0.3%
O=C(Nc1nccs1)c1cc(S(=O)(=O)N2CCOCC2)c(Cl)cc1Cl,-1%,6%,-2%,0%,1%,5,-13%,11%,-11%,-2%,-0.1%
O=C(Nc1ccccc1N1CCOCC1)c1ccccc1NS(=O)(=O)c1ccc(F)cc1,2%,2%,-2%,0%,-6%,15,5%,-21%,-1%,7%,-0.8%
O=C(CN(Cc1ccccc1Cl)C(=O)c1csnn1)NC1CCCC1,-2%,1%,2%,1%,0%,1,?,13%,-1%,-9%,-0.2%
N#Cc1ccccc1NC(=O)c1ccccc1OCC(=O)Nc1ccc2c(c1)oc1ccccc12,-11%,4%,/,-9%,/,/,7%,/,/,-3%,/
CCOc1nc(NC2CCCCC2)nc(NC(C)(C)C)n1,2%,2%,3%,-2%,0%,?,13%,-7%,1%,-15%,-0.6%
O=C(O)COc1ccc2oc3ccccc3c2c1,5%,1%,1%,-3%,1%,2,5%,4%,-10%,-36%,0.0%
COc1ccc(C(=O)COC(=O)CCN2C(=O)C3C4CC(C(Br)C4Br)C3C2=O)cc1 (configuration not stated),-13%,0%,3%,-7%,1%,0,-15%,0%,29%,-2%,-0.2%
COc1cc(/C=C2\SC(N3CCCCC3)=NC2=O)cc(OC)c1OC,54%[activator],-12%,-4%,-6%,?,?,-10%,-30%,-1%,-22%,5.5%
CCCCc1c(O)nc(SCC(=O)c2ccccc2)[nH]c1=O,1%,-13%,0%,-4%,1%,-1,-19%,-19%,3%,-10%,0.0%
CC(=O)c1ccc(N2CCN(C(=O)C3(S(=O)(=O)c4ccc(Cl)cc4)CC3)CC2)cc1,-8%,/,-1%,-1%,-5%,24,6%[7.66 µM],6%,18%,6%,-0.8%
O=C(c1cccc(F)c1)N1CCN(C(=O)c2cc3nc(-c4ccco4)cc(C(F)(F)F)n3n2)CC1,148%[activator],1%,1%,-5%,-5%,0,26%,3%,7%,-26%,-1.0%
O=C(CCC(=O)Nc1ccc(F)cc1)N/N=C/c1cccnc1,-1%,1%,0%,2%,-1%,0,9%,5%,2%,-6%,-0.4%
O=C(CNC(=O)c1ccccc1F)OC1CCOC1=O (configuration not stated),0%,-1%,4%,-2%,0%,/,9%,8%,-1%,-7%,-0.3%
COC(=O)c1ccccc1NC(=O)CCCCCn1nnc2ccccc2c1=O,0%,2%,3%,0%,-4%,11,17%,7%,-7%,-3%,0.5%
COc1ccc(S(=O)(=O)Nc2ccc3oc4ncccc4c(=O)c3c2)cc1OC,1%,-16%,2%,2%,-3%,2,-18%,-4%,0%,-23%,-0.4%
COC(=O)N/N=C/c1ccc(-c2cc(Cl)ccc2Cl)o1,0%,3%,1%,-7%,2%,3,27%,-9%,-10%,-42%,-0.7%
O=C(N[C@@H](Cc1c[nH]c2ccccc12)C(=O)O)OCC1c2ccccc2-c2ccccc21,3%,-1%,0%,-5%,1%,-2,6%,-5%,2%,2%,0.6%
